Assay outcomes deposited in PubChem by several laboratories.
TLR9-MyD88 inh: TLR9-MyD88 interaction inhibition. Q9NR96+Q99836. CHO BLA complementation TLR9-MyD88, CCF4 FRET ratio. AID 504734. 0.21% of 340,000 active. inhibition, % at 4.98 µM;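 active = inhibition above the mean over all tested compounds plus 3 SD, cut at about 21% in these data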;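 also: 0% = DMSO only wells and 100% = clavulanate BLA inhibitor control wells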
TRAIL sens C8: sensitizes caspase-8 expressing cells to TRAIL. NB7+C8 cells + TRAIL, ATPlite viability luminescence. inhibition (viability loss, TRAIL sensitization), % at 10 µM. 1% of 360,000 active. AID 624354;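 active = compounds causing at least 50% loss of cell viability in the single-dose screen, relative to plate controls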
NCOA3 inh: inhibitors of human steroid receptor coactivator 3 (SRC3); HEK293 GAL4-SRC3 luciferase reporter, luminescence; inhibition, % at 3.6 µM; 0.17% of 360,000 active; AID 588352;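 active = inhibition above a per-campaign cutoff, the mean of all compounds plus 3 SD, cut at about 60% in these data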;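 also: 0% = DMSO-treated cells and 100% = gossypol-treated cells at 36 µM; higher means less SRC3-driven luciferase light from the GAL4 reporter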
NOD2-RIPK2 inh: NOD2-RIPK2 protein interaction inhibition; CHO BLA complementation NOD2-RIPK2, CCF4 ratio; 0.38% of 360,000 active; O43353; inhibition, % at 4.98 µM; AID 624267; in the data active = inhibition above about 21%;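 also: 0% = vehicle only and 100% = reference blocker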
Target sequence (O43353 whole entry, looked up): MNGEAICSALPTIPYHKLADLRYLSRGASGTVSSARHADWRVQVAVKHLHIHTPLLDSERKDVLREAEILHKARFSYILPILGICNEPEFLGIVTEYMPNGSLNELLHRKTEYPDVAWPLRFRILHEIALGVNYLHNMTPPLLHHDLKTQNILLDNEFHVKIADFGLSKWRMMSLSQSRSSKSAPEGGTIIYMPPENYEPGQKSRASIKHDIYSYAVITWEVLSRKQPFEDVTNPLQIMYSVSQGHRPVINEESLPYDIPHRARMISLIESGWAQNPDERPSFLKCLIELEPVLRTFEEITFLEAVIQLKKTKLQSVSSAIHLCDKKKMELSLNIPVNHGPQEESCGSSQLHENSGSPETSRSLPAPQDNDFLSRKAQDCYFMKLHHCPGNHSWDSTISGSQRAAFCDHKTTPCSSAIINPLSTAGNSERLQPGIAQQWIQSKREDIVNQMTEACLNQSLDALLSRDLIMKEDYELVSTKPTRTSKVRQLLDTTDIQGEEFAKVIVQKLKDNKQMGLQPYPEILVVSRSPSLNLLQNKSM
LRH-1 inv ag: suppresses constitutive activity of human LRH-1; O00482; HEK293T StAR-luciferase reporter, LRH-1 transfected, 24 h; 0.13% of 360,000 active; inhibition, % at 3.6 µM;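 active = inhibition above the mean inhibition of all tested compounds plus 3 SD, cut at about 73% in these data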;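 also: 0% = DMSO wells and 100% = reporter-only cells lacking LRH-1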
Vif imaging: inhibitors of HIV Vif; HEK293T cells, Vif self-association by quenched fluorescence, imaging, 24 h; inhibition, % at 7.49 µM; 0.35% of 340,000 active; in the data active = inhibition above about 50%, passing the limit was not always enough; also: some results filed as inactive read as strong as hits
LMP1 NFkB inh: Epstein-Barr LMP1 NF-kappaB reporter inhibition | LMP1-induced NF-kappaB luciferase reporter cells, luminescence | inhibition, % at 12.5 µM | 0.69% of 350,000 active; in the data active = inhibition above about 41%;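 also: 0% = neutral control wells and 100% = reference inhibitor control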
SRC1 inh: inhibits human SRC1 coactivator; inhibition, % at 3.6 µM; HEK293 GAL4-SRC1 luciferase reporter, luminescence; Q15788; AID 588354; 0.12% of 360,000 active;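 active = inhibition above the campaign mean plus 3 SD, with each screening campaign given its own cutoff, cut at about 60% in these data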;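 also: 0% = DMSO treated cells and 100% = gossypol at 36 µM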
SRC2 inh: human SRC2 (NCOA2) inhibition | 0.17% of 370,000 active | Q15596 | inhibition, % at 9 µM | AID 651957 | HEK293 GAL4-SRC2 luciferase reporter, luminescence;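 active = inhibition above the mean inhibition of all tested compounds plus 3 SD, set per campaign, cut at about 52% in these data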;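 also: 0% = DMSO treated cells and 100% = cells given Gossypol at 36 µM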
COUP-TFII inh: inhibitors of human COUP-TFII (NR2F2); AID 686940; 0.7% of 370,000 active; P24468; inhibition, % at 8.6 µM; HEK293T NGFI-A luciferase reporter, luminescence;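 active = inhibition above a per-plate cutoff, mean inhibition of test wells between control levels plus 3 SD, cut at about 38% in these data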;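 also: cells cotransfected with COUP-TFII expression vector driving the NGFI-A reporter; 0% = median of COUP-TF2 test wells and 100% = reporter-only cells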
TROY signal inh: TROY signaling inhibition | Q293 LMP1-TROYcd NF-kB luciferase reporter, 4 h | inhibition, % at 10 µM | 0.98% of 360,000 active | AID 1347056;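 active = compounds whose plate-normalised and pattern-corrected inhibition of the luciferase reporter signal at the single screening dose is 50% or more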
* = called active by the depositor; · = not tested or not shown. An excerpt; rates above refer to the full screens.

SMILES	TLR9-MyD88 inh	TRAIL sens C8	NCOA3 inh	NOD2-RIPK2 inh	LRH-1 inv ag	Vif imaging	LMP1 NFkB inh	SRC1 inh	SRC2 inh	COUP-TFII inh	TROY signal inh
O=S(=O)(NC1CCCC1)c1ccc(S(=O)(=O)N2CCc3ccccc32)cc1	-17.4	10.9	3.0	-11.1	21.6	-8.3	-19.6	7.0	10.3	40.3*	37.3
COc1ccc(NC(=O)Cn2c(=O)oc3cc(Cl)ccc32)c(OC)c1	0.7	-16.1	-1.1	-14.8	14.5	-9.6	1.0	-40.0	4.8	30.2	-3.9
Cc1nc2ccccn2c1-c1csc(Nc2cccc(C(=O)O)c2)n1	-7.6	-9.4	-0.9	4.9	-15.7	·	4.0	-8.4	-7.8	-16.4	6.5
Cc1ccccc1NC(=O)COC(=O)CC1CCCC1	-19.9	9.5	11.7	-3.2	-16.0	-0.3	-6.5	-20.1	10.6	12.6	-24.8
N#Cc1ccccc1Sc1ccccc1C(=O)OCC(=O)NC12CC3CC(CC(C3)C1)C2	1.1	6.4	16.9	-9.7	-13.3	-6.1	15.7	3.4	-16.9	4.3	34.9
CC(=O)N(CCC1(C(C)C)CCOC(C)(C)C1)C(C)c1cccs1 (stereo not drawn)	-5.4	-19.9	8.1	-5.8	6.8	22.4	4.2	-1.1	-46.9	3.9	5.4
O=C(Cn1cnc2cc([N+](=O)[O-])ccc2c1=O)Nc1cccc(S(=O)(=O)N2CCCCC2)c1	3.5	0.2	1.9	-3.9	25.7	11.8	15.7	-16.5	-9.0	6.6	37.3
O=C(Nc1cccc(Cl)c1)C1CCCN(S(=O)(=O)c2cnc[nH]2)C1 (stereo not drawn)	13.8	-11.9	16.1	-2.1	14.6	5.0	1.8	-3.3	3.5	5.9	-2.3
CCn1c(Sc2ccc(N)cc2Cl)nc2ccccc21	-5.3	1.7	-4.3	-1.8	-15.9	3.0	-3.3	0.8	12.8	2.2	1.9
CN(CC1COc2ccccc2O1)C(=O)CCNS(=O)(=O)c1ccc(F)c(Cl)c1 (stereo not drawn)	4.7	-2.3	0.7	-0.9	-7.7	-3.1	7.1	1.3	-45.0	-9.4	6.2
CN(CC(=O)Nc1ccccc1C(F)(F)F)C(=O)CCc1nc2sc3c(c2c(=O)[nH]1)CCCC3	-2.1	-18.5	-22.4	-9.4	6.1	-0.7	4.0	-7.9	-1.7	2.0	21.5
Cc1cc(C)n(-c2ccc(C(=O)Nc3ccc(N4CCOCC4)cc3)cc2)n1	0.6	-4.4	1.6	-10.7	5.6	3.2	-5.9	4.0	-6.1	-1.1	26.1
O=C(NNC(=O)c1cc(Br)ccc1O)c1csc(N2CCOCC2)n1	3.6	-1.0	-13.0	-3.8	10.2	7.4	21.5	-0.4	·	·	-20.1
CCOc1ccc(C(=O)NN2C(=O)C3C4C=CC(O4)C3C2=O)cc1 (stereo not drawn)	-1.5	-1.3	9.0	-1.4	-5.1	4.9	-17.0	-30.1	0.1	-10.0	-19.3
COc1cc2c(cc1NC(=O)CSc1nnc(Cc3cccs3)n1C)oc1ccccc12	1.7	10.2	0.6	0.0	27.8	-12.1	-16.2	-17.3	-1.1	8.8	-7.3

2 entries picked at random from those above:
SMILES	TLR9-MyD88 inh	TRAIL sens C8	NCOA3 inh	NOD2-RIPK2 inh	LRH-1 inv ag	Vif imaging	LMP1 NFkB inh	SRC1 inh	SRC2 inh	COUP-TFII inh	TROY signal inh
O=C(Cn1cnc2cc([N+](=O)[O-])ccc2c1=O)Nc1cccc(S(=O)(=O)N2CCCCC2)c1	3.5	0.2	1.9	-3.9	25.7	11.8	15.7	-16.5	-9.0	6.6	37.3
COc1ccc(NC(=O)Cn2c(=O)oc3cc(Cl)ccc32)c(OC)c1	0.7	-16.1	-1.1	-14.8	14.5	-9.6	1.0	-40.0	4.8	30.2	-3.9

Later entries:
SMILES	TLR9-MyD88 inh	TRAIL sens C8	NCOA3 inh	NOD2-RIPK2 inh	LRH-1 inv ag	Vif imaging	LMP1 NFkB inh	SRC1 inh	SRC2 inh	COUP-TFII inh	TROY signal inh
O=C(O)c1ccc(CSc2nnc(-c3ccncc3)n2-c2ccc(Br)cc2)cc1	-7.2	-3.6	14.1	-7.1	-10.1	28.8	-4.9	-0.7	-9.7	14.2	-12.7
CN(CC(=O)Nc1ccccc1Cl)C(=O)c1cc(C2CC2)nn1-c1ccccc1	-2.5	-0.1	17.2	-1.7	-5.4	-2.3	-7.3	-4.9	-18.0	8.1	-35.0
O=c1c2ccccc2[nH]c(=S)n1Cc1ccccc1	0.2	-5.5	5.0	6.8	17.9	12.6	-16.1	10.5	-6.6	8.3	-16.0
COc1cc(C(=O)c2ccccc2C(=O)O)c(OC)c2c1CCCC2	-0.3	-12.2	-8.0	-4.6	-8.1	6.2	-2.3	6.2	11.4	-3.7	24.6
Cc1cc(N)ccc1NC(=O)c1ccccc1	8.4	-18.5	11.7	-16.5	0.0	7.8	-3.2	-14.1	14.6	4.7	7.1
CCO[C@H]1OC(C(=O)N2CCN(Cc3ccc4c(c3)OCO4)CC2)=C[C@@H](c2ccccc2)[C@@H]1CCCO	3.6	-0.7	19.6	1.4	14.8	-0.4	3.3	2.7	16.6	6.0	-5.9
CCCC(=O)N1CCCC1(C)C(=O)Nc1ccc2c(c1)CCN2C(C)=O (stereo not drawn)	·	-8.7	-9.2	-12.4	18.0	1.2	·	-3.1	6.3	8.2	-11.5
CCOC(=O)/C=C(/C)N1N=C(c2ccc(OC)cc2)CC1c1cccc([N+](=O)[O-])c1 (stereo not drawn)	-1.0	21.4	-16.2	-7.3	-45.0	1.0	-9.5	-36.3	-11.9	2.5	-34.1
O=[N+]([O-])c1ccc(N2CCN(S(=O)(=O)c3ccccc3)CC2)cc1	3.6	7.3	4.4	5.7	6.7	3.7	-0.5	-17.5	3.7	-12.8	-4.2

Part of the list above, with bars between the fields.
mol | TLR9-MyD88 inh | TRAIL sens C8 | NCOA3 inh | NOD2-RIPK2 inh | LRH-1 inv ag | Vif imaging | LMP1 NFkB inh | SRC1 inh | SRC2 inh | COUP-TFII inh | TROY signal inh
CN(CC(=O)Nc1ccccc1Cl)C(=O)c1cc(C2CC2)nn1-c1ccccc1 | -2.5 | -0.1 | 17.2 | -1.7 | -5.4 | -2.3 | -7.3 | -4.9 | -18.0 | 8.1 | -35.0
O=c1c2ccccc2[nH]c(=S)n1Cc1ccccc1 | 0.2 | -5.5 | 5.0 | 6.8 | 17.9 | 12.6 | -16.1 | 10.5 | -6.6 | 8.3 | -16.0
COc1cc(C(=O)c2ccccc2C(=O)O)c(OC)c2c1CCCC2 | -0.3 | -12.2 | -8.0 | -4.6 | -8.1 | 6.2 | -2.3 | 6.2 | 11.4 | -3.7 | 24.6
Cc1cc(N)ccc1NC(=O)c1ccccc1 | 8.4 | -18.5 | 11.7 | -16.5 | 0.0 | 7.8 | -3.2 | -14.1 | 14.6 | 4.7 | 7.1
CCO[C@H]1OC(C(=O)N2CCN(Cc3ccc4c(c3)OCO4)CC2)=C[C@@H](c2ccccc2)[C@@H]1CCCO | 3.6 | -0.7 | 19.6 | 1.4 | 14.8 | -0.4 | 3.3 | 2.7 | 16.6 | 6.0 | -5.9
CCCC(=O)N1CCCC1(C)C(=O)Nc1ccc2c(c1)CCN2C(C)=O (stereo not drawn) | · | -8.7 | -9.2 | -12.4 | 18.0 | 1.2 | · | -3.1 | 6.3 | 8.2 | -11.5
CCOC(=O)/C=C(/C)N1N=C(c2ccc(OC)cc2)CC1c1cccc([N+](=O)[O-])c1 (stereo not drawn) | -1.0 | 21.4 | -16.2 | -7.3 | -45.0 | 1.0 | -9.5 | -36.3 | -11.9 | 2.5 | -34.1
O=[N+]([O-])c1ccc(N2CCN(S(=O)(=O)c3ccccc3)CC2)cc1 | 3.6 | 7.3 | 4.4 | 5.7 | 6.7 | 3.7 | -0.5 | -17.5 | 3.7 | -12.8 | -4.2
